# High-throughput results deposited in PubChem by Broad Institute.
# T cruzi intra: blocks T. cruzi growth inside host cells; AID 651903; 22,000 compounds, 4.9% hits; intracellular Trypanosoma cruzi in host cells, plate reader; activity score (inhibition), % at 5.01 µM; in the data active means activity score above about 55%;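 further: parasites and compound incubated about four days before reading; 0% = median of neutral control wells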
# INS-1E rescue: preserves ATP levels in cytokine-treated INS-1E cells; 20,000 compounds, 0.1% hits; protection from cytokine-induced ATP loss, % at 10 µM; INS-1E cytokine-induced death, ATP luminescence, 48 h; normalised: neutral wells 0, positive control 100;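 active means mean replicate protection from cytokine-induced ATP loss at least 50% and at least 75% of replicates each reaching 50%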
#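 assay system = INS-1E rat insulinoma cells | amount = 8000 cells per well | medium = phenol-red-free RPMI with 5% fetal bovine serum | doses = one compound concentration, pin transfer | timing = 48 h cytokine plus compound treatment, 10 min reagent incubation | also added = IL-1β, TNF-α and IFN-γ cytokine mix | signal = CellTiter-Glo luminescence measuring cellular ATP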
# * = called active by the depositor; . = no result given.
item	Molecule	INS-1E rescue	T cruzi intra
1	C[C@H]1CN([C@@H](C)CO)C(=O)c2cccc(NS(=O)(=O)c3ccc(F)cc3)c2O[C@@H]1CN(C)S(=O)(=O)c1ccc(F)cc1	5	17
2	C[C@H](CO)N1C[C@H](C)[C@@H](CN(C)S(=O)(=O)c2ccccc2)Oc2c(NC(=O)Nc3ccccc3)cccc2C1=O	-4	61*
3	C[C@H]1CN([C@@H](C)CO)C(=O)c2cccc(NS(=O)(=O)c3ccc(F)cc3)c2O[C@@H]1CN(C)C(=O)Nc1ccc2c(c1)OCO2	2	-8
4	C[C@H]1CN([C@@H](C)CO)C(=O)Cc2cc(NS(=O)(=O)c3ccc(Cl)cc3)ccc2O[C@@H]1CN(C)C(=O)Nc1ccc(C(F)(F)F)cc1	2	6
5	C[C@H](CO)N1C[C@H](C)[C@H](CN(C)S(=O)(=O)c2ccccc2)Oc2ncc(-c3ccc(F)cc3)cc2C1=O	.	28
6	Cc1noc(C)c1NC(=O)Nc1ccc2c(c1)C(=O)N([C@H](C)CO)C[C@H](C)[C@@H](CN(C)CC1CC1)OCCCC[C@@H](C)O2	1	-32
7	CC(C)NC(=O)Nc1cccc2c1O[C@@H](CN(C)Cc1ccc(Oc3ccccc3)cc1)[C@@H](C)CN([C@@H](C)CO)C2=O	-7	-49
8	Cc1ccc(S(=O)(=O)N(C)C[C@@H]2Oc3c(NS(=O)(=O)c4ccccc4)cccc3C(=O)N([C@@H](C)CO)C[C@@H]2C)cc1	0	3
9	COc1ccc(S(=O)(=O)N(C)C[C@H]2Oc3c(NS(=O)(=O)c4ccccc4)cccc3C(=O)N([C@H](C)CO)C[C@@H]2C)cc1	4	5
10	C[C@@H]1CN([C@@H](C)CO)C(=O)c2cc(NS(=O)(=O)c3ccc(Cl)cc3)ccc2O[C@@H]1CN(C)C(=O)Nc1ccc(C(F)(F)F)cc1	-15	0
11	COc1ccc(NC(=O)Nc2ccc3c(c2)CC(=O)N([C@H](C)CO)C[C@@H](C)[C@H](CN(C)S(C)(=O)=O)O3)cc1	6	-6
12	C[C@@H]1CN([C@@H](C)CO)C(=O)c2cccc(NC(=O)c3ccc(-c4nccs4)cc3)c2O[C@@H]1CN(C)C(=O)Nc1ccc(F)cc1	-2	9
13	Cc1ccc(S(=O)(=O)Nc2ccc3c(c2)C(=O)N([C@H](C)CO)C[C@H](C)[C@@H](CN(C)Cc2ccccc2)OCCCC[C@@H](C)O3)cc1	-4	24
14	C[C@@H]1CN([C@H](C)CO)C(=O)c2cccc(NS(=O)(=O)c3ccc(Cl)cc3)c2O[C@H]1CN(C)Cc1ccc(C(=O)Nc2ccccc2N)cc1	2	65*
15	C[C@@H]1CCCCO[C@H](CN(C)C(=O)Nc2cccc3ccccc23)[C@@H](C)CN([C@H](C)CO)C(=O)c2cc(NS(=O)(=O)c3ccc(Cl)cc3)ccc2O1	-2	66*
16	COc1ccc(CN(C)C[C@@H]2Oc3c(NS(=O)(=O)c4ccc(OC)cc4)cccc3C(=O)N([C@@H](C)CO)C[C@@H]2C)cc1	-2	9
17	O=C(NO)c1ccc(C(=O)N/N=C/c2cc(Br)cc([N+](=O)[O-])c2O)cc1	8	19
18	C[C@@H]1CN([C@@H](C)CO)C(=O)CCCn2cc(nn2)CO[C@@H]1CN(C)C(=O)Nc1cccc(Oc2ccccn2)c1	.	2
19	C[C@H](CO)N1C[C@H](C)[C@H](CN(C)C(=O)Nc2ccccc2)Oc2ccc(NS(=O)(=O)c3cn(C)cn3)cc2CC1=O	-1	-51
20	C[C@@H]1CN([C@H](C)CO)C(=O)Cc2cc(NC(=O)C3CC3)ccc2O[C@@H]1CN(C)Cc1ccccc1	11	-1
21	C[C@H](CO)N1C[C@H](C)[C@H](CN(C)S(=O)(=O)c2ccc3ccccc3c2)OCc2cn(nn2)CCCC1=O	.	7
22	COc1ccc(S(=O)(=O)N(C)C[C@H]2OCc3cnnn3CCCC(=O)N([C@@H](C)CO)C[C@H]2C)cc1	.	-3
23	C[C@H](CO)N1C[C@H](C)[C@@H](CN(C)C(=O)Nc2ccc(C(F)(F)F)cc2)OCc2cnnn2CCCC1=O	.	1
24	C[C@H]1CN([C@@H](C)CO)C(=O)CCCn2cc(nn2)CO[C@@H]1CN(C)Cc1ccc(Cl)c(Cl)c1	.	-16
25	CC(C)NC(=O)N(C)C[C@@H]1Oc2ccc(NC(=O)CCC(F)(F)F)cc2C(=O)N([C@@H](C)CO)C[C@@H]1C	.	-20
26	C[C@@H]1CN([C@@H](C)CO)C(=O)CCCn2cc(nn2)CO[C@H]1CN(C)S(=O)(=O)c1ccccc1C#N	.	-17
27	COc1ccc(S(=O)(=O)Nc2ccc3c(c2)CC(=O)N([C@H](C)CO)C[C@@H](C)[C@H](CN(C)Cc2ccccc2)O3)cc1	3	66*
28	CC(C)NC(=O)Nc1ccc2c(c1)C(=O)N([C@@H](C)CO)C[C@H](C)[C@@H](CN(C)C(=O)Nc1cccc3ccccc13)O2	.	-8
29	C[C@H](CO)N1C[C@H](C)[C@H](CN(C)C(=O)Nc2ccccc2)Oc2ccc(NC(=O)Nc3ccccc3)cc2CC1=O	9	-24
30	C[C@@H]1CN([C@H](C)CO)C(=O)c2cccc(NC(=O)c3nc4ccccc4s3)c2O[C@H]1CN(C)Cc1ccncc1	-10	18
31	CC(C)NC(=O)N(C)C[C@@H]1Oc2c(NC(=O)Nc3ccccc3)cccc2C(=O)N([C@H](C)CO)C[C@@H]1C	3	-13
32	C[C@H](CO)N1C[C@H](C)[C@H](CN(C)S(=O)(=O)c2ccc(F)cc2)Oc2ncc(C#Cc3cccc(F)c3)cc2C1=O	.	65*
33	C[C@@H]1CN([C@H](C)CO)C(=O)Cc2cc(NS(=O)(=O)c3cn(C)cn3)ccc2O[C@@H]1CN(C)C(=O)Nc1ccc2c(c1)OCO2	1	3
34	C[C@H](CO)N1C[C@H](C)[C@H](CN(C)C(=O)Nc2ccccc2)Oc2c(NC(=O)c3cnccn3)cccc2C1=O	11	-27
35	Cc1noc(C)c1NC(=O)N(C)C[C@@H]1Oc2ccc(NS(=O)(=O)c3ccc(F)cc3)cc2CC(=O)N([C@@H](C)CO)C[C@@H]1C	16	-19
36	COc1ccc(CN(C)C[C@@H]2Oc3c(NC(=O)c4nc5ccccc5s4)cccc3C(=O)N([C@H](C)CO)C[C@H]2C)cc1	-18	57*
37	COc1ccc(S(=O)(=O)Nc2ccc3c(c2)C(=O)N([C@@H](C)CO)C[C@@H](C)[C@@H](CN(C)C(=O)Nc2ccc(C(F)(F)F)cc2)O3)cc1	-19	7
38	C[C@@H]1CN([C@@H](C)CO)C(=O)c2cc(NC(=O)Nc3ccccc3)ccc2O[C@H]1CN(C)Cc1ccc(C(=O)O)cc1	1	-14
39	C[C@H]1CN([C@@H](C)CO)C(=O)c2cc(NC(=O)Nc3cccc4ccccc34)ccc2O[C@H]1CN(C)Cc1ccc(C(=O)Nc2ccccc2N)cc1	-13	43
40	C[C@@H]1CN([C@@H](C)CO)C(=O)CCCn2cc(nn2)CO[C@@H]1CN(C)C	.	-5
41	COc1ccc(S(=O)(=O)N(C)C[C@H]2Oc3ccc(NC(=O)Nc4c(C)noc4C)cc3CC(=O)N([C@@H](C)CO)C[C@H]2C)cc1	7	-8
42	C[C@H](CO)N1C[C@H](C)[C@H](CN(C)C(=O)Nc2ccccc2)Oc2ccc(NC(=O)C3CCCCC3)cc2C1=O	-7	11
43	C[C@@H]1CCCCO[C@H](CN(C)S(=O)(=O)c2ccc(Cl)cc2)[C@@H](C)CN([C@H](C)CO)C(=O)c2cc(NS(C)(=O)=O)ccc2O1	4	-1
44	COc1ccccc1CN(C)C[C@@H]1OCc2cn(nn2)CCCC(=O)N([C@H](C)CO)C[C@@H]1C	.	-5
45	C[C@H]1CN([C@@H](C)CO)C(=O)c2cccc(NC(=O)Nc3cccc4ccccc34)c2O[C@@H]1CN(C)S(=O)(=O)c1ccccc1	1	7
46	C[C@H](CO)N1C[C@H](C)[C@H](CN(C)Cc2ccccc2)Oc2c(NC(=O)c3ccc(-c4nccs4)cc3)cccc2C1=O	-3	-24
47	C[C@H](CO)N1C[C@H](C)[C@H](CN(C)Cc2ccc(-c3ccccc3)cc2)OCc2cnnn2CCCC1=O	.	-7
48	C[C@H]1CN([C@@H](C)CO)C(=O)c2cccc(NS(=O)(=O)c3ccc(Cl)cc3)c2O[C@@H]1CN(C)S(=O)(=O)c1ccc(F)cc1	-2	7
49	C[C@@H]1CN([C@H](C)CO)C(=O)Cc2cc(NC(=O)Cc3ccccc3)ccc2O[C@@H]1CN(C)Cc1ccc(Cl)c(Cl)c1	-75	76*
50	Cc1noc(C)c1NC(=O)N(C)C[C@@H]1Oc2ccc(NC(=O)Nc3ccc4c(c3)OCO4)cc2C(=O)N([C@H](C)CO)C[C@@H]1C	7	-17
51	COc1ccc(NC(=O)Nc2cccc3c2O[C@@H](CN(C)Cc2ccc(Oc4ccccc4)cc2)[C@H](C)CN([C@H](C)CO)C3=O)cc1	-38	40
52	C[C@@H]1CCCCO[C@@H](CN(C)C(=O)Nc2cccc3ccccc23)[C@@H](C)CN([C@H](C)CO)C(=O)c2cc(N(C)C)ccc2O1	-5	13
53	C[C@H]1CN([C@@H](C)CO)C(=O)Cc2cc(NC(=O)Nc3ccc(F)cc3)ccc2O[C@H]1CN(C)Cc1ccncc1	-5	-6
54	C[C@@H]1CN([C@@H](C)CO)C(=O)c2cc(NC(=O)C3CCCCC3)ccc2O[C@@H]1CN(C)C(=O)Nc1ccc2c(c1)OCO2	4	17
55	COc1ccc(NC(=O)Nc2ccc3c(c2)C(=O)N([C@@H](C)CO)C[C@H](C)[C@@H](CN(C)Cc2ccncc2)O3)cc1	-2	-2
56	COc1ccc(S(=O)(=O)Nc2ccc3c(c2)C(=O)N([C@H](C)CO)C[C@H](C)[C@H](CN(C)Cc2ccccc2)OCCCC[C@@H](C)O3)cc1	1	10
57	CC(C)NC(=O)N(C)C[C@H]1Oc2c(NS(=O)(=O)c3ccc(F)cc3)cccc2C(=O)N([C@H](C)CO)C[C@H]1C	2	2
58	C[C@H]1CN([C@@H](C)CO)C(=O)c2cc(NS(C)(=O)=O)ccc2O[C@@H]1CN(C)S(=O)(=O)c1ccc(F)cc1	-8	-15
59	Cc1ccc(S(=O)(=O)Nc2ccc3c(c2)C(=O)N([C@H](C)CO)C[C@@H](C)[C@@H](CN(C)S(=O)(=O)c2ccccc2)O3)cc1	3	24
60	C[C@H](CO)N1C[C@H](C)[C@@H](CN(C)S(=O)(=O)c2ccccc2)Oc2c(NC(=O)c3cnccn3)cccc2C1=O	6	36

# (list continues)
item	Molecule	INS-1E rescue	T cruzi intra
61	C[C@@H]1CN([C@H](C)CO)C(=O)c2cc(NS(=O)(=O)c3ccc(F)cc3)ccc2O[C@H]1CN(C)CC1CCCCC1	-10	14
62	C[C@@H]1CN([C@@H](C)CO)C(=O)CCCn2nncc2CO[C@H]1CN(C)Cc1ccncc1	1	-11
63	C[C@H]1CN([C@@H](C)CO)C(=O)c2cc(NC(=O)Nc3ccccc3)ccc2O[C@H]1CN(C)S(C)(=O)=O	5	-4
64	C[C@@H]1CN([C@H](C)CO)C(=O)CCCn2cc(nn2)CO[C@@H]1CN(C)S(C)(=O)=O	.	-4
65	C[C@H]1CN([C@@H](C)CO)C(=O)CCCn2nncc2CO[C@@H]1CN(C)C(=O)Nc1cccc(Oc2ccccn2)c1	8	-1
66	COc1ccc(S(=O)(=O)Nc2ccc3c(c2)CC(=O)N([C@@H](C)CO)C[C@H](C)[C@@H](CN(C)S(=O)(=O)c2cn(C)cn2)O3)cc1	8	-31
67	CNC[C@H]1Oc2c(NC(=O)c3cc(C)nn3C)cccc2C(=O)N([C@H](C)CO)C[C@@H]1C	0	-1
68	C[C@@H]1CN([C@@H](C)CO)C(=O)c2cc(NC(=O)Nc3ccccc3)ccc2O[C@H]1CN(C)C(=O)Nc1ccc(C(F)(F)F)cc1	1	-25
69	C[C@@H]1CN([C@@H](C)CO)C(=O)CCCn2cc(nn2)CO[C@@H]1CN(C)C(=O)c1ccncc1	.	-21
70	C[C@@H]1CN([C@H](C)CO)C(=O)c2cccc(NS(=O)(=O)c3ccccc3)c2O[C@H]1CN(C)Cc1ccc(Oc2ccccc2)cc1	-2	36
71	C[C@H](CO)N1C[C@H](C)[C@@H](CN(C)Cc2ccccc2)Oc2ccc(NS(=O)(=O)c3ccc(F)cc3)cc2C1=O	-7	0
72	C[C@H](CO)N1C[C@H](C)[C@H](CN(C)C(=O)Nc2ccc(C(F)(F)F)cc2)Oc2ccc(NS(=O)(=O)c3ccc(Cl)cc3)cc2C1=O	-8	-1
73	Cc1noc(C)c1NC(=O)Nc1ccc2c(c1)C(=O)N([C@H](C)CO)C[C@H](C)[C@@H](CN(C)Cc1ccc(-c3ccccc3)cc1)O2	-9	-24
74	O=C(CCCCCC(=O)N/N=C/c1ccc(-n2ccnc2)cc1)NO	22	-4
75	C[C@@H]1CCCCO[C@H](CN(C)S(C)(=O)=O)[C@@H](C)CN([C@H](C)CO)C(=O)c2cc(NS(=O)(=O)c3cccs3)ccc2O1	3	-7

# Rewritten with values under each structure: four of the compounds above.
# Results follow in this order: INS-1E rescue, T cruzi intra
(69) C[C@@H]1CN([C@@H](C)CO)C(=O)CCCn2cc(nn2)CO[C@@H]1CN(C)C(=O)c1ccncc1
 : ., -21
(62) C[C@@H]1CN([C@@H](C)CO)C(=O)CCCn2nncc2CO[C@H]1CN(C)Cc1ccncc1
 : 1, -11
(72) C[C@H](CO)N1C[C@H](C)[C@H](CN(C)C(=O)Nc2ccc(C(F)(F)F)cc2)Oc2ccc(NS(=O)(=O)c3ccc(Cl)cc3)cc2C1=O
 : -8, -1
(73) Cc1noc(C)c1NC(=O)Nc1ccc2c(c1)C(=O)N([C@H](C)CO)C[C@H](C)[C@@H](CN(C)Cc1ccc(-c3ccccc3)cc1)O2
 : -9, -24
